# Epigenetic mod: qHTS Assay for Epigenetic Modulators; mouse C127i GFP locus derepression, cytometry, 30 h; Potency, µM (doses to about 46.1 µM), for the others: at the highest dose GFP derepression (activation); 68,000 tested, 0.09% active; further: % of control where 0% means no effect
#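 Read-out is the number of GFP-positive cells, scored as fluorescent objects 20 to 120 um wide, reflecting derepression of a silenced CMV-GFP reporter in murine C127i cells after 30 h compound exposure at 37 C.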
# CRE-bla Fsk: Cell signaling CRE-BLA (Fsk stim); Potency, µM (titrated, usually from 38.2 µM), for the others: top-dose activity change, negative = inhibition, usual class: activators; AID 662, 2007; 71,000 tested, 2.5% active; CHO CRE-bla reporter (cAMP response element driving beta-lactamase), forskolin EC10, beta-lactamase ratio; active means well fitted activation curve with a large enough effect in the signal ratio, with a control signal flat, not every such curve was filed as active; inconclusive means small, poorly fitted or top-dose-only effect, or effect the other way, or a change in a side signal; the % refers to the signal ratio; further: potency means the concentration at half of the fitted maximal effect; % of control where 0% means no effect
#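 Modulation of forskolin-driven signalling is measured in CHO cells carrying a CRE-controlled beta-lactamase reporter. Cells are stimulated with EC10 NKH 477 in the presence of titrated compound for 3 h at 37 °C, then loaded with CCF4 for 2 h at room temperature.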
# Hsp90 Hop PPI: qHTS Assay for Disrupters of an Hsp90 Co-Chaperone Interaction; 71,000 tested, 0.44% active; AlphaScreen TPR2A-His6 binding biotin-Hsp90 C-terminal peptide; Potency, µM (highest dose often 57 µM), for inactives: top-dose activity change, negative = inhibition; Hsp90 C-terminal peptide / TPR2A (Hop) interaction, human; active means well fitted curve in either direction with a large enough effect; inconclusive means small, poorly fitted or top-dose-only effect, or another doubt; further: potency means the concentration at half of the fitted maximal effect; on the % scale 0 is the no-effect control and ±100 the full control effect; many of its hits are not listed in these tables
# BRCT PPI green: qHTS Assay for Inhibitors of BRCT-Phosphoprotein Interaction (Green Fluorophore). 75,000 tested, 0.05% active. BRCA1 BRCT-phosphopeptide binding, green fluorescence polarization. Potency, µM (highest dose often 76.9 µM), without a hit: top-dose activity change, negative = inhibition, hits mostly inhibitors. AID 875, 2007;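 further: potency means the concentration at half of the fitted maximal effect; plate controls were peptide without protein for full effect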
#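 Compounds were incubated for 12 min at room temperature with a complex of 100 nM fluorescein-tagged pBACH1 decapeptide and 250 nM His-tagged BRCT protein. Buffer was phosphate pH 7.3 with EDTA, DTT and Tween 20. Disruption of binding lowers the polarization signal.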
# Pol III holo inh: qHTS Assay for Inhibitors of DNA Polymerase III Holoenzyme System; Potency, µM (titrated, usually from 57.1 µM), for inactives: top-dose activity change, negative = inhibition; reconstituted DNA polymerase III holoenzyme replication, biochemical; AID 603, 2007; 71,000 tested, 0.25% active; further: potency means the concentration at half of the fitted maximal effect; on the % scale 0 is the no-effect control and ±100 the full control effect
#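 Reconstituted *E. coli* holoenzyme (0.35 nM Pol III, 1 nM beta, 154 nM SSB, 2 nM primase) was preincubated with compound for 15 min at RT. Synthesis on 1.4 nM ssM13Gori ran 35 min, then was stopped with PicoGreen/EDTA and read as dsDNA fluorescence.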
# BRCT inh red: qHTS Assay for Inhibitors of BRCT-Phosphoprotein Interaction (Red Fluorophore); 75,000 tested, 0.03% active; AID 892, 2007; Breast cancer type 1 susceptibility protein (Homo sapiens), P38398; Potency, µM (series often up to 76.9 µM), inactives show at the top dose activity change, negative = inhibition, most hits filed as inhibitors; BRCT-phosphopeptide binding, red fluorescence polarization; further: on the % scale 0 is the no-effect control and ±100 the full control effect
#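 Fluorescence polarization: 100 nM His-tagged BRCA1 BRCT with 100 nM TAMRA-labelled phospho-BACH1 decapeptide, phosphate buffer pH 7.3 with 150 mM NaCl, DTT, 0.01% Tween 20; 12 min RT. Binding inhibition seen as FP decrease.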
# 4MU fluor: qHTS Assay for Spectroscopic Profiling in 4-MU Spectral Region; 59,000 tested, 11% active; AID 589, 2007; max dye-equivalent concentration, M; compound autofluorescence, 340/450 nm, 4-MU equivalents; hits give high values; in the data active means max dye-equivalent concentration above about 10 nM; inconclusive means mostly about 1.1 nM to 9.6 nM
#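 Compounds in 100 mM Tris, pH 8.0, sat 15 min at room temperature before fluorescence was read at 340 nm excitation/450 nm emission; a per-plate six-point 4-MU standard curve converted signals to dye-equivalent concentration at each compound concentration.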
# Ub-GFP proteasome: Ubiquitin-GFP Assay; Ubiquitin-GFP reporter cells, proteasome inhibition, GFP fluorescence; response scale: untreated = 0%, 10 µM MG-132 = 100%; Potency, µM (titrated, usually from 45.9 µM), without a hit: at the top dose activation (GFP accumulation), hits mostly activators; 67,000 tested, under 10 active; AID 526, 2006; active means well fitted activation curve with a large enough effect, not every such curve was filed as active; inconclusive means small, poorly fitted or top-dose-only effect, or another doubt; inactive means no such curve, though single readings can be large or run the other way; further: potency means the concentration at half of the fitted maximal effect
#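 U2OS Ub(G76V)-GFP reporter; O/N plating, 0.5% FBS; cpd 46 uM–2.9 nM, 4 h, 37 °C; GFP+ cell count, 488/515 nm; norm. to basal vs 10 uM MG-132; CRC fit.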
# HBB splice mod: qHTS Assay for Modulators of Hemoglobin Beta Chain Splicing; HBB splicing reporter cell assay, activation; EGFP reporter with mutant IVS2-654 intron; response scale: normalised to 500 nM splice-correcting PNA; Potency, µM (highest dose often 46.1 µM), without a hit: at the top dose activation, actives largely listed as activators; 65,000 tested, 0.06% active; further: potency means the concentration at half of the fitted maximal effect; 0% is about no effect
#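 Compounds were applied for 2 days to HeLa EGFP-654 cells, 500/well in Optimem with 2% FCS. The reporter's EGFP is disrupted by mis-splicing of beta-globin intron IVS2-654. Readout: summed well GFP fluorescence from 488 nm laser scanning; reference was 500 nM antisense […] 654 PNA.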
# A350 autofl: qHTS Assay for Spectroscopic Profiling in A350 Spectral Region; 59,000 tested, 11% active; Compound autofluorescence, 340/450 nm, Alexa 350 dye-equivalents; hits give high values; max dye-equivalent concentration, M; AID 590, 2007; in the data active means max dye-equivalent concentration above about 10 nM; inconclusive means mostly about 1.1 nM to 9.6 nM
# ALOX15 inhib: qHTS Assay for Inhibitors of 15-hLO (15-human lipoxygenase); Polyunsaturated fatty acid lipoxygenase ALOX15 (Homo sapiens), P16050; purified 15hLO-1, xylenol orange hydroperoxide absorbance; Potency, µM (titrated, usually from 57.1 µM), inactives show at the top dose activity change, negative = inhibition, hits mostly inhibitors; 74,000 tested, 1.4% active; further: potency means the concentration at half of the fitted maximal effect; on the % scale 0 is the no-effect control and ±100 the full control effect; nearly all actives have a fitted effect of over 55% in size
# Target sequence (P16050 whole entry, looked up): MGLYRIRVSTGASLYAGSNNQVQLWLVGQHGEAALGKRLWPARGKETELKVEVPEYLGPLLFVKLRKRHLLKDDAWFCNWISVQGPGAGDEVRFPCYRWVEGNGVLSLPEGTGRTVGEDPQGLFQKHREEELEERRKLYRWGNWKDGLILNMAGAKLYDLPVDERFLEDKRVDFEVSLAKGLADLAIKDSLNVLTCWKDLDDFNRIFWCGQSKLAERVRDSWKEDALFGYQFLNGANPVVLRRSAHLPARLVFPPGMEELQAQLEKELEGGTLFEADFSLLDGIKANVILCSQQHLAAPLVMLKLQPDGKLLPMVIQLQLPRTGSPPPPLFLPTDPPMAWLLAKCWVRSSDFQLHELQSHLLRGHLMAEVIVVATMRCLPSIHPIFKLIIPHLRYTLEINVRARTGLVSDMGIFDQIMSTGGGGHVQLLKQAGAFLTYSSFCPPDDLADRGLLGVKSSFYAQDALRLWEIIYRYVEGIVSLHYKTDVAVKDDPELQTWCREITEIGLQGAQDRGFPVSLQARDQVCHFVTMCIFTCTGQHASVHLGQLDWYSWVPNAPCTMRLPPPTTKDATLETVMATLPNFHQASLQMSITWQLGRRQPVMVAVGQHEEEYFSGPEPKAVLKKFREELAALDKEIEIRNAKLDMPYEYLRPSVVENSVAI
#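 Purified human 15hLO-1 (40 nM final) in 25 mM Hepes pH 7.5, 0.01% Triton X-100 was preincubated with compound 15 min at room temperature, then reacted 6 min with 50 uM arachidonic acid; hydroperoxide detected by Fe-XO, 573/405 nm absorbance ratio.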
# * marks the source's active call; other numbers are inactive results; i = inactive; ? = inconclusive; / = no result given; [ ] = remark or other dose. Unless noted, the call rests on the fitted dose curve; in most records, active means well fitted curve in the direction sought with a large enough effect; inconclusive means small, poorly fitted or top-dose-only effect, or another doubt; inactive means no such curve, though single readings can be large; an effect the other way counts as inactive or inconclusive. Compounds were not picked by outcome; 12% or so of the library scored in one or more.
SMILES,Epigenetic mod,CRE-bla Fsk,Hsp90 Hop PPI,BRCT PPI green,Pol III holo inh,BRCT inh red,4MU fluor,Ub-GFP proteasome,HBB splice mod,A350 autofl,ALOX15 inhib
CCOc1ccc(N(CC(=O)NCc2ccc(OC)cc2)S(=O)(=O)c2c(C)noc2C)cc1,-1%,-8%,4%,-0.7%,-7%,-2.5%,i,-17%,-1.0%,i,1%
COC(=O)C1=C(C)NC2=C(C(=O)CCC2)C1c1ccccn1 (configuration not stated),0%,9%,-2%,-1.8%,-2%,-0.1%,/,15%,-0.5%[9.22 µM],/,6%
CC1(C)CCCN(C(=O)c2coc(=O)c(Br)c2)C1,-2%,-1%,5%,0.0%,?,0.4%,9.7e-07M*,5%,-3.8%[57.5 µM],1.3e-06M*,-5%
CC[C@@H]1O[C@]2(C=C[C@@H]1C)C[C@H]1C[C@H](CC=C(C)[C@@H](O[C@@H]3C[C@H](OC)[C@H](O[C@@H]4C[C@H](OC)[C@H](O)[C@H](C)O4)[C@H](C)O3)[C@@H](C)C=CC=C3CO[C@@H]4[C@@H](O)C(C)=C[C@@H](C(=O)O1)[C@]34O)O2,2%[20.6 µM],1%[17.1 µM],-4%[26 µM],-1.7%[34.4 µM],-5%[25.6 µM],0.1%[34.4 µM],i,-2%[20.5 µM],-0.2%[20.6 µM],i,-8%[25.6 µM]
CCCSC1=C(C#N)C(c2ccccc2C)C(C(=O)OC)C(=O)N1 (configuration not stated),3%,0%,1%,1.7%,-4%,0.3%,i,-1%,/,i,13µM*
NC(=O)CSc1nnnn1-c1ccc(OC(F)(F)F)cc1,4%,-6%,-3%,-0.2%,4%,0.5%,i,0%,-0.1%,i,7%
N#Cc1c(NC(=O)CSc2ncn[nH]2)sc2c1CCCCC2,2%,0%,1%,-1.7%,-3%,-1.1%,i,-2%,-0.6%,i,-4%
CCOC(=O)C1=C(N)OC2=C(C(=O)CCC2)C1c1ccccc1OCC (configuration not stated),5%,10%,-3%,-1.1%,0%,0.3%,/,-3%,-6.1%,/,0%
CCOC(=O)C1=C(C)NC2=C(C(=O)C(C(=O)OCC)C(c3ccco3)C2)C1c1ccccn1 (configuration not stated),2%,?,5%,-1.5%,-9%,-1.3%,6.2e-07M*,6%,-0.3%,6.5e-07M*,-1%
CCOc1ccc(-c2nnc(SCc3nnc(-c4ccccc4)o3)n2-c2ccccc2F)cc1,-4%,-6%,-2%,1.8%,-5%,-0.5%,i,-4%,-1.3%,i,-11%
O=C(Nc1nc2ccc(S(=O)(=O)N3CCCCC3)cc2s1)C1CCCO1 (configuration not stated),-3%,?,-5%,1.1%,-6%,1.1%,i,4%,-0.8%,i,-4%
O=C(O)C1CC=C(Cl)CC1C(=O)NCC1OCCc2ccccc21 (configuration not stated),0%,?,-2%,-0.1%,0%,0.2%,i,2%,-5.3%,?,6%
CCN(CC)S(=O)(=O)c1ccc(C(=O)OC2CCCCC2CN(C)C)cc1 (configuration not stated),1%,?,-2%,-0.1%,-2%,0.3%,i,-4%,-0.1%[57.5 µM],i,-5%
C1CCC(OCCN2CCN(CCOC3CCCCC3)CC2)CC1,0%,-3%,-3%,-0.9%,-3%,-0.3%,i,-7%,0.9%,i,16%
O=S(=O)(NCCSc1nnc(-c2ccco2)n1-c1ccccc1)c1ccccc1,0%,16%,-2%,-0.1%,-3%,-0.4%,/,-10%,-3.6%,/,-8%
Cc1ccccc1OCC(O)CN (configuration not stated),0%,-19%,0%,-2.6%,3%,0.6%,i,-6%,-0.3%[57.5 µM],i,?
CCN(CCCNC(=O)CCn1c(=O)[nH]c2ccccc2c1=O)c1ccccc1,7%,?,-10%,-0.9%,-1%,0.9%,i,-11%,-2.3%,i,9%
Cc1ccc(S(=O)(=O)Cc2cccc(C(=O)N3CCOCC3)c2)cc1,-5%,-3%,-2%,0.7%,-4%,-0.1%,i,5%,-2.6%,i,1%
CCOC(=O)C(CC)Sc1nc(N)c(NC(=O)c2ccc(OC)c(OC)c2)c(=O)[nH]1 (configuration not stated),/,-7%,1%,-1.3%,-3%,-1.0%,/,1%,1.6%,/,12%
CC1Cc2ccccc2N1C(=O)CSc1nc2ccccc2o1 (configuration not stated),0%,?,7%,0.0%,-9%,0.3%,i,-6%,-0.5%,i,-16%
CC1(C)Cc2c(sc3nn[nH]c(=O)c23)CO1,0%,9%,0%,-0.1%,1%,0.2%,i,-3%,0.6%[57.5 µM],i,-5%
CCOc1ccccc1C1CC(=O)NC(SCC)=C1C#N (configuration not stated),-1%,1%,-2%,-1.4%,-8%,1.2%,i,-2%,-1.1%,i,2%
CCOCCCNS(=O)(=O)c1ccc2c(c1)OCCO2,2%,3%,3%,-0.7%,-2%,0.2%,i,-5%,/,i,-3%
CCCn1c(SCc2ccccc2)nc2c1c(=O)[nH]c(=O)n2C,2%,?,-4%,3.1%,-2%,-0.3%,i,-1%,/,i,-3%
CCCOc1ccc(C(=O)N2CCN(c3ccc(N)cc3Cl)CC2)cc1,-2%,-6%,-18%,-0.1%,-2%,0.5%,i,-7%,-3.1%,i,-9%
O=C(O)c1cc2cc(Cl)cc(Cl)c2oc1=O,2%,?,1%,-3.8%,-4%,-1.4%,i,7%,3.7%[1.84 µM],i,?
O=C(CSc1nnnn1-c1ccc(F)cc1)NC1CCCCC1,0%,-3%,?,0.5%,3%,-0.5%,i,1%,-2.4%,?,-2%
C/C=C/c1ccc(OCCCCN2C(=O)NC(C)(C)C2=O)c(OC)c1,0%,?,-9%,1.6%,1%,-2.0%,i,1%,-1.2%,i,-26%
CC(C)Sc1nc(NCc2ccco2)c2c3c(sc2n1)COC(C)(C)C3,3%,2%,-7%,-1.8%,-1%,-1.8%,i,1%,-1.1%,i,-5%
Cc1ccc(NC2=NC(c3ccco3)n3c(nc(C)cc3=O)N2)c(C)c1 (configuration not stated),-2%,1%,-3%,0.6%,-2%,-0.1%,i,0%,-2.0%[57.5 µM],i,-5%
Cc1cc(C)n2nc(C(=O)OCCOc3ccc(F)cc3)nc2n1,0%,?,-1%,-4.5%,-4%,0.7%,i,-6%,0.2%[57.5 µM],i,3%
CN1C(=O)CC(N2CCC(C(N)=O)(N3CCCCC3)CC2)C1=O (configuration not stated),5%,10%,-2%,-0.7%,-1%,-0.4%,i,3%,-1.0%[57.5 µM],i,2%

# Part of the list above, as tab-separated lines.
canonical_smiles	Epigenetic mod	CRE-bla Fsk	Hsp90 Hop PPI	BRCT PPI green	Pol III holo inh	BRCT inh red	4MU fluor	Ub-GFP proteasome	HBB splice mod	A350 autofl	ALOX15 inhib
O=C(O)c1cc2cc(Cl)cc(Cl)c2oc1=O	2%	?	1%	-3.8%	-4%	-1.4%	i	7%	3.7%[1.84 µM]	i	?
C/C=C/c1ccc(OCCCCN2C(=O)NC(C)(C)C2=O)c(OC)c1	0%	?	-9%	1.6%	1%	-2.0%	i	1%	-1.2%	i	-26%
CCOC(=O)C(CC)Sc1nc(N)c(NC(=O)c2ccc(OC)c(OC)c2)c(=O)[nH]1 (configuration not stated)	/	-7%	1%	-1.3%	-3%	-1.0%	/	1%	1.6%	/	12%

# A350 autofl: hit marks shown above
SMILES	Epigenetic mod	CRE-bla Fsk	Hsp90 Hop PPI	BRCT PPI green	Pol III holo inh	BRCT inh red	4MU fluor	Ub-GFP proteasome	A350 autofl	ALOX15 inhib
CC1(C)CCCN(C(=O)c2coc(=O)c(Br)c2)C1	-2%	-1%	5%	0.0%	?	0.4%	9.7e-07M*	5%	1.3e-06M*	-5%
CCOC(=O)C1=C(C)NC2=C(C(=O)C(C(=O)OCC)C(c3ccco3)C2)C1c1ccccn1 (configuration not stated)	2%	?	5%	-1.5%	-9%	-1.3%	6.2e-07M*	6%	6.5e-07M*	-1%

# Screening results deposited in PubChem by National Center for Advancing Translational Sciences (NCATS).
